High-throughput results: PubChem, National Center for Advancing Translational Sciences (NCATS)
PI4K2A block: blocks human PI4K2A kinase activity. Q9BTU6. purified PI4K2A, ADP-Glo luminescence, 1 h; hits give low values. activity change, negative = inhibition, % at 76.9 µM. actives 0.13% (n = 420,000); in the data active = activity change below about -50%; inconclusive = mostly about -30% to -49%;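 note: -100% = wells without enzyme as full effect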
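Compounds are screened against recombinant PI4K2A using PI as substrate and ATP, the latter dispensed at 300 microM. Reactions run one hour at ambient temperature before ADP-Glo detection; full inhibition defined by wells lacking enzyme.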
mIDH1 inhibitor: human IDH1 R132H inhibition. IDH1-R132H enzyme, NADPH consumption, diaphorase/resazurin fluorescence. Potency, µM (highest dose often 76.6 µM), for the others: top-dose activity change, negative = inhibition, hits mostly inhibitors. actives 0.093% (n = 390,000). AID 602179; note: potency is the fitted concentration of half-maximal effect; % is set by controls: 0 for no effect and ±100 for the full control effect; nearly all actives have a fitted effect of over 65% in size
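IDH1-R132H (0.5 ug/mL dispensed) in pH 7.5 Tris buffer was preincubated 30 min with compound, then given a substrate mix of 0.016 mM NADPH and 2 mM alpha-KG for 80 min at room temperature; remaining NADPH was read by diaphorase/resazurin fluorescence.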
PGK inhibitor: inhibitors of T. brucei phosphoglycerate kinase | P07378 | PGK/GAPDH coupled, Kinase-Glo luminescence, 60 min | Potency, µM (doses to about 57.5 µM), inactives show top-dose activity change, negative = inhibition, hits mostly inhibitors | actives 0.043% (n = 380,000) | AID 602233; note: potency is the fitted concentration of half-maximal effect; % is set by controls: 0 for no effect and ±100 for the full control effect; nearly all actives have a fitted effect of over 60% in size
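Luminescent ATP detection (Kinase-Glo Plus) follows a 60-minute room-temperature incubation, with wells lacking PGK as controls. Buffer: 100 mM TEA (pH 7.6), 5 mM MgCl2, 0.01% Tween-20. Coupling enzyme GAPDH (100 nM final) supplies unstable 1,3-BPG in-well.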
HP1b binding inh: inhibitors of HP1-beta chromodomain binding to methylated histone tails; Potency, µM (titrated, usually from 114 µM), without a hit: at the highest dose activity change, negative = inhibition, actives largely listed as inhibitors; AlphaScreen HP1-beta / biotin-H3K9me3 peptide binding; P83916; AID 540317; actives 0.56% (n = 390,000); note: potency is the fitted concentration of half-maximal effect; nearly all actives have a fitted effect of over 70% in size; inactives centre near 23
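AlphaScreen: HP1-beta (50 nM) preformed 30 min with biotin-H3(1-18)K9me3 peptide (50 nM) in PBS pH 7.4, 0.01% Tween-20. Compound added for 30 min at RT, then streptavidin donor/nickel chelate acceptor beads (10 ug/mL) for 30 min.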
Pin1 inh: human Pin1 inhibition. Q13526. Potency, µM (series often up to 115 µM), for the others: top-dose activity, negative = inhibition, actives largely listed as inhibitors. actives 0.009% (n = 390,000). Pin1 FP peptide displacement, HiFluor488, 10 min; active = well fitted inhibition curve with a large enough effect in the polarisation, with a control signal flat, not every such curve was filed as active; inconclusive = small, poorly fitted or top-dose-only effect, or effect the other way, or a change in a side signal; inactive = no such curve, though single readings can be large or run the other way; the % refers to the polarisation; note: potency is the fitted concentration of half-maximal effect; % is set by controls: 0 for no effect and ±100 for the full control effect
Target sequence (Q13526 whole entry, looked up): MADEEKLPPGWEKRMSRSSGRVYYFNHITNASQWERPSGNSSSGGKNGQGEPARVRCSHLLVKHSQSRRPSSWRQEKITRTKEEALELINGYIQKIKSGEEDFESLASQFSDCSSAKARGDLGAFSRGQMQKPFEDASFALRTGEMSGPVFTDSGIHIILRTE
GLS inh: blocks human kidney-isoform glutaminase activity | O94925 | GLS enzymatic activity, qHTS titration | Potency, µM (highest dose often 45.5 µM), without a hit: at the top dose activity change, negative = inhibition, usual class: inhibitors | actives 0.21% (n = 410,000) | AID 624170; note: potency is the fitted concentration of half-maximal effect; % is set by controls: 0 for no effect and ±100 for the full control effect
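Enzyme dispensed in phosphate buffer (45 mM, pH 8.2, 0.02% Tween-20), compounds pinned in, then 1 mM L-glutamine solution and the glutamate oxidase–HRP–Amplex Red mix added; fluorescence read immediately and again after 30 min at room temperature.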
TrxR1 substrate: is turned over as a substrate by rat TrxR1; O89049; purified TrxR1 substrate turnover, NADPH consumption readout; Potency, µM (highest dose often 114 µM), for the others: at the highest dose activity change, negative = substrate turnover; actives 0.01% (n = 390,000); note: potency is the fitted concentration of half-maximal effect; % is set by controls: 0 for no effect and ±100 for the full control effect; nearly all actives have a fitted effect of over 50% in size
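Rat TrxR1, dispensed at 90 nM, was prereduced with 400 uM NADPH (final) for 5 min at ~22 deg C, then incubated with compound 15 min before 400 uM selenite. A first-read NADPH fluorescence drop versus no-compound background flagged substrates.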
TrxR1 inh: rat TrxR1 inhibition; O89049; recombinant rTrxR1, NADPH fluorescence consumption, selenite substrate; Potency, µM (top dose mostly 114 µM), for inactives: top-dose activity change, negative = inhibition, usual class: inhibitors; actives 1% (n = 390,000); note: potency is the fitted concentration of half-maximal effect; % is set by controls: 0 for no effect and ±100 for the full control effect; nearly all actives have a fitted effect of over 65% in size
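Rat TrxR1 (90 nM in the dispensed reagent) was pre-reduced with 400 uM NADPH for 5 min at room temperature, then incubated with compound for 15 min. After 400 uM selenite was added, NADPH fluorescence (Ex 340/Em 450 nm) was followed for 8 min.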
USP1 inh: inhibitors of human USP1/UAF1 deubiquitinase; O94782; recombinant USP1/UAF1, Ub-Rhodamine cleavage fluorescence; Potency, µM (series often up to 57.1 µM), for inactives: at the top dose activity change, negative = inhibition, actives largely listed as inhibitors; actives 0.23% (n = 390,000); AID 743255; note: potency is the fitted concentration of half-maximal effect; % is set by controls: 0 for no effect and ±100 for the full control effect; nearly all actives have a fitted effect of over 60% in size; inactives centre near -12
Target sequence (O94782 whole entry, looked up): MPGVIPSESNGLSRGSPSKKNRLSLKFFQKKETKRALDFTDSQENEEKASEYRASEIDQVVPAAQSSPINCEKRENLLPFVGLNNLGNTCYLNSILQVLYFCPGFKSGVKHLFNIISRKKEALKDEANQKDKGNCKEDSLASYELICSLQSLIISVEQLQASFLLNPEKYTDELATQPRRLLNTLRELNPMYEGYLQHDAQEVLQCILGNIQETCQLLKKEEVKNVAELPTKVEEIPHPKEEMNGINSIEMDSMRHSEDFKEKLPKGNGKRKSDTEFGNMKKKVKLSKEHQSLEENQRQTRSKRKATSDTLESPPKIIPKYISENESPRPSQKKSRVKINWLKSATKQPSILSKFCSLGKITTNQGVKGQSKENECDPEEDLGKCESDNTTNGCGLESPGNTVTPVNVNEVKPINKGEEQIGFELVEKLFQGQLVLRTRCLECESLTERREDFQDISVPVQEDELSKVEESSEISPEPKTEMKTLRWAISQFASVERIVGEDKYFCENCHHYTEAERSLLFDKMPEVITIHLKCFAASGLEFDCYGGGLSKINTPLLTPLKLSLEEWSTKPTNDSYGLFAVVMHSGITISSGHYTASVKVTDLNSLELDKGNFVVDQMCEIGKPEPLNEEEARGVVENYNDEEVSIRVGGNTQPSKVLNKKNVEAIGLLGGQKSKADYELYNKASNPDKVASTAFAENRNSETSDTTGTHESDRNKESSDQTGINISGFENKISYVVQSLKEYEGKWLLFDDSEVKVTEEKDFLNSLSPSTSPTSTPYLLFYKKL
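1 nM enzyme complex + cpd, 15 min RT; start with Ub-Rho 150nM final; kinetic fluorescence ex 480/em 540, 6 reads q60 s. Buffer 50mM HEPES pH 7.8, 0.5mM EDTA, 0.1 mg/ml BSA, 1mM TCEP, 0.01% Tween-20.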
The depositor's hits bear a star; i = inactive; ? = inconclusive; / = no result given; [ ] = another dose, or the depositor's remark. Unless noted, calls come from the whole dose curve; as a rule, active = well fitted curve in the direction sought with a large enough effect; inconclusive = small, poorly fitted or top-dose-only effect, or another doubt; inactive = no such curve, though single readings can be large; an effect the other way counts as inactive or inconclusive.

SMILES	PI4K2A block	mIDH1 inhibitor	PGK inhibitor	HP1b binding inh	Pin1 inh	GLS inh	TrxR1 substrate	TrxR1 inh	USP1 inh
Oc1ccc2ccccc2c1/C=C/c1ccc2c(Br)cc(Br)c(O)c2n1	-5	0%	-4%	26%	29%	5%	15%[57.1 µM]	19%[11.4 µM]	3%
CCOC(=O)C1CCN(C(=O)Cn2cc(C(=O)c3ccco3)c3ccccc32)CC1	7	3%	/	30%	-2%	-4%	-5%	-5%	-9%
C=CCC1C=C(Cc2ccccc2)CC(CC=C)N1 (configuration not stated)	3	-5%	-6%	25%	3%	1%	9%	29%	-14%
COc1ccc(NC(=O)/C(C#N)=C\c2cc(OC)c(OCc3ccc(C(=O)O)cc3)cc2Br)cc1	0	?	-11%	12%	-3%	?	4%[57.1 µM]	9%[57.1 µM]	-24%
C=CCN1c2ccccc2[C@]23C[C@@H](C(=O)OC)N(C(=O)C4CCC4)C2=NC(C(=O)OC)=C(C(=O)OC)[C@H]13	-1	-8%	-4%	2%	0%	11%	-7%	13%	-20%
O=C(Cc1ccccc1)NNS(=O)(=O)c1ccccc1[N+](=O)[O-]	-3	4%	2%	19%	0%	0%	-6%	-13%	-7%
N#Cc1c(NC(=O)/C=C/C(=O)O)sc2c1CCN(Cc1ccccc1)C2	-30	10%	/	42%[activator]	?	?	70%[activator]	?	-9%
N#C/C(=C\c1ccc(Cl)cc1)C(=O)NC1CC1	8	20%	-10%	1%	1%	?	10%[57.1 µM]	11%[57.1 µM]	-2%
CCOc1ccccc1C1CC(=O)Nc2cc(OC)c(OC)c(OC)c21 (configuration not stated)	2	4%	-9%	27%	3%	-9%	2%[57.1 µM]	18%[57.1 µM]	-16%
CCCN(CCC)C(=O)Cn1c(=O)n(CCC(=O)NCCc2ccccc2)c(=O)c2ccccc21	9	0%	-4%	30%	1%	0%	10%[57.1 µM]	14%[57.1 µM]	-12%
COc1ccc(NC(=S)N(CCCN2CCN(C)CC2)Cc2cccs2)cc1	6	-7%	-7%	-4%	-2%	-5%	6%[57.1 µM]	1%[57.1 µM]	-19%
Cc1ccc(S(=O)(=O)N(C)CC(=O)N2CCOCC2)cc1	2	4%	15%	?	-11%	15%	13%[57.1 µM]	16%[57.1 µM]	-17%
O=C(NCc1ccco1)C(=O)NCC1OCCN1S(=O)(=O)c1ccccc1 (configuration not stated)	-4	7%	3%	32%	-8%	11%	6%[57.1 µM]	-14%[57.1 µM]	-17%
Cc1cccc2c(=O)n3c(nc12)CCCCC3	6	4%	-11%	24%	4%	-2%	1%[57.1 µM]	6%[57.1 µM]	-14%
CCC(=O)Nc1c(-c2ccc(C)cc2)c(=O)c2ccccc2n1C	1	0%	-2%	-19%	-9%	-9%	9%	9%	-1%
CSc1nnc2ccc(-c3ccc(C)cc3)nn12	1	-5%	7%	42%[activator]	-1%	6%	1%	8%	-3%
C=CCn1c(SCC(=O)N2CCc3ccccc3C2)nc2sc(C)c(C)c2c1=O	-4	-1%	-6%	23%	30%[activator]	-3%	10%	42%	-24%
Cc1ccc(C(=O)N/C(=C\c2cn(S(=O)(=O)N(C)C)c3ccccc23)C(=O)NCCN2CCOCC2)cc1	-4	1%	i	32%	-4%	9%	-1%	0%	-16%
O=C(COC(=O)c1ccc2ncsc2c1)Nc1ncc(Cl)cc1Cl	-5	?	-8%	-19%	?	?	-9%	-8%	-20%
NC(=O)C1CCCN(C(=S)Nc2cccc3ccccc23)C1 (configuration not stated)	1	6%	?	23%	7%	0%	-9%[57.1 µM]	12%[57.1 µM]	-17%
Cc1csc(=O)n1CCC(=O)OCC(=O)Nc1ccc(N2CCOCC2)cc1	-1	2%	i	/	/	31%[activator]	/	/	-24%
Cc1ccc2cc(C)c(SCC#N)nc2c1	2	-1%	-7%	82%[activator]	0%	12%	13%[57.1 µM]	15%[57.1 µM]	-25%
O=C(CCCC1=NS(=O)(=O)c2ccccc2N1)Nc1ccccc1	0	-6%	-6%	19%[57 µM]	-9%	3%	-1%	21%	-14%
CCC(C)(C)c1ccc(OCC(=O)Nc2ccncc2)cc1	-24	1%	-1%	26%	3%	1%	-9%	-3%[57.1 µM]	-15%
Nc1ncc(Br)cc1N=Cc1ccccc1	?	14%	i	17%	?	-8%	-6%	?	-14%
O=C(c1cccs1)N1CCN(CCc2ccccc2)CC1	1	1%	-4%	30%	-1%	-6%	5%	27%	-6%
O=C(CSc1nnc2ccc(-c3cccnc3)nn12)Nc1cccc(F)c1	-1	5%	i	40%	-7%	-2%	7%	3%	-18%
COc1ccc2cc3cc(C(=O)NCc4cccs4)oc3nc2c1	-24	1%	-13%	38%	123%[activator]	3%	57%[activator][57.1 µM]	27%[57.1 µM]	-9%
Cc1ccc(NC2c3ncccc3C(=O)N2C2CCCCC2)cc1 (configuration not stated)	-5	2%	i	15%	-3%	2%	8%[57.1 µM]	29%[57.1 µM]	-11%
O=C(CNC(=O)c1ccc(F)cc1)N/N=C/c1ccc(O)c([N+](=O)[O-])c1	-4	4%	-2%	9%	-2%	3%	-22%	-29%	4%
Cc1ccc(NC(=O)COC(=O)CN2C(=O)c3ccccc3C2=O)cc1S(=O)(=O)N(C)C	5	3%	i	40%[activator]	3%	3%	-3%[57.1 µM]	17%[57.1 µM]	-14%
CCOC(=O)c1cnc2ccc(OC)cc2c1Nc1ccc2c(c1)OCCO2	2	0%	-12%	-16%	11%	2%	-9%	-2%	-12%
Cn1c(CSCc2ccc(F)cc2)nnc1SCC(=O)Nc1nccs1	1	3%	-4%	19%	2%	2%	4%[57.1 µM]	7%[57.1 µM]	-13%
O=C(CN1C(=O)c2cccnc2Oc2ccc(Cl)cc21)N1CCOCC1	-3	-12%	-3%	32%	-2%	-1%	0%	20%	-7%
NC(=O)[C@@H]1CCCN1C(=O)c1ccc2oc(CCc3ccccc3)nc2c1	3	-1%	3%	15%	2%	7%	-12%	-19%	2%
O=C1/C(=C/c2ccc3c(c2)OCO3)Oc2cc(OCC(=O)N3CC(O)C[C@H]3C(=O)O)ccc21 (some centres not stated)	-4	-5%	-6%	18%	100%[activator]	4%	-13%	-14%	-25%

Looked up above:
CCOC(=O)c1cnc2ccc(OC)cc2c1Nc1ccc2c(c1)OCCO2 in PI4K2A block: 2
O=C(NCc1ccco1)C(=O)NCC1OCCN1S(=O)(=O)c1ccccc1 (configuration not stated) in PGK inhibitor: 3%

Additional compounds.
SMILES	PI4K2A block	mIDH1 inhibitor	PGK inhibitor	HP1b binding inh	Pin1 inh	GLS inh	TrxR1 substrate	TrxR1 inh	USP1 inh
COc1cccc(NC(=O)c2ccc(S(=O)(=O)NCc3cccnc3)cc2)c1	-2	1%	-2%	36%	4%	-2%	-11%	23%[57.1 µM]	-14%
COc1ccc2ccn(S(=O)(=O)c3ccccc3)c2c1	2	14%	1%	95%[activator]	0%	-1%	-9%	12%[57.1 µM]	-25%
COC(=O)c1[nH]c2ccc(C)cc2c1NC(=O)CN1CCCC(C)(C)C1	-9	0%	i	6%	5%	22%	18%	3%	-12%
CCOc1ccc(NC(=S)NCCN2CCN(Cc3ccccc3)CC2)cc1	3	0%	-13%	22%	0%	34%[activator]	?	?	-21%
CCc1c(C)sc(NC(=S)N2CCN(S(C)(=O)=O)CC2)c1C(=O)OC	2	-2%	-5%	24%	31%[activator]	12%	-2%	15%	-6%
CCOc1ccc(-c2cccc(NS(=O)(=O)c3cc([N+](=O)[O-])ccc3C)c2)nn1	-1	-1%	-3%	9%	-6%	13%	-6%	5%	-5%
COc1ccc(NC(=O)C(C)n2nc(-c3ccc(C)c(C)c3)ccc2=O)cc1OC (configuration not stated)	-5	0%	0%	40%[activator]	-2%	-6%	12%	11%	-17%
CC(C)(C)OC(=O)N/N=C/c1c[nH]c2ccccc12	0	4%	-10%	32%	3%	23%	-16%	-13%	-2%
O=C(CSc1nc(=O)n2cc(Cl)ccc2n1)Nc1cccc2ccccc12	-22	10%	-2%	7%	32%[activator]	1%	17%	25%	-21%
O=C(CSc1ncc(-c2ccc(Cl)cc2)[nH]1)Nc1ccccc1F	-2	-5%	0%	18%	-2%	13%	1%	11%	-22%
CC1(C)CC(=O)c2ccc(OCc3ccc([N+](=O)[O-])cc3)cc2O1	0	0%	-2%	-13%	1%	3%	7%[57.1 µM]	14%[57.1 µM]	-18%
COc1ccc(CNC(=O)c2noc3c2CCCC3)cc1	0	1%	4%	23%	11%	-1%	7%[57.1 µM]	19%	-12%
O=C(Nc1ccncc1)c1ccc(Cl)c(Cl)c1	-4	-10%	i	22%	0%	13%	-6%	13%	-1%
COc1ccc(C(=O)n2nc(-c3ccco3)nc2N)cc1	11	3%	5%	-12%	-5%	13%	3%	-8%	-16%
CCOC(=O)N1CCN(C(=O)c2cc3cc(C)ccc3[nH]2)CC1	3	-4%	-8%	34%	1%	1%	0%	22%	-11%
O=C(CN1CCCN(Cc2ccccc2Cl)S1(=O)=O)Nc1ccc2c(c1)OCCO2	1	5%	i	-1%	-3%	0%	1%[57.1 µM]	10%[57.1 µM]	-29%

Not all compounds are listed (hit frequency here may not be typical).
